High-throughput results: PubChem, several laboratories
RGS7-Gao reg: RGS7-Galphao binding modulators, primary screen, biochemical, multiplexed bead flow cytometry; 220,000 tested, 0.35% active; AID 1439, 2008; binding response (% of control), % at 10 µM; actives lie on both sides; in the data active = binding response below about 49% or above about 150%; inconclusive = no clear call, values can overlap the other calls; inactive = in between;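 note: fluorescent Galphao held in activated GDP-AlF4 state binding bead-coupled RGS7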
Mcl1 Noxa PPI: Mcl-1/Noxa binding inhibitors, primary screen, biochemical, TR-FRET, 1536-well; TR-FRET Mcl-1/Noxa peptide binding, 2 h; AID 1022, 2008; inhibition, % at 21.7 µM; 220,000 tested, 1.5% active;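 active = compounds that cut the protein-peptide binding signal by more than 50% relative to plate controls in a single-dose test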;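 note: His-tagged Mcl-1 with rhodamine Noxa BH3 peptide and terbium anti-His antibody; 0% = Mcl-1 plus Noxa peptide wells and 100% = peptide-only wells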
ABCB1 block: ABCB1 efflux pump inhibitors, primary screen, cell-based, multiplex, flow cytometry, ABCG2 counter-screen. ATP-dependent translocase ABCB1 (Homo sapiens), P08183. CCRF-Adr cells, JC-1 efflux. inhibition, % at 6.6 µM. 190,000 tested, 0.067% active; in the data active = inhibition above about 40%;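 note: 0% = vehicle and 100% = reference inhibitor; higher value means more JC-1 retained so stronger ABCB1 efflux block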
Pf gamet viab: late stage P. falciparum gametocyte viability inhibitors, primary screen, ATP luminescence, HTS. P. falciparum stage V gametocytes, 24 h. inhibition, % at 10.9 µM. 150,000 tested, 0.065% active;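 active = inhibition above the mean plus 3 SD of compounds within the control limits, set per campaign, cut at about 38% in these data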;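 note: 0% = DMSO wells and 100% = medium only without gametocytes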
ABCG2 inh: ABCG2 efflux pump inhibitors, primary screen, multiplex with ABCB1, IgMXP3 cells, flow cytometry. Broad substrate specificity ATP-binding cassette transporter ABCG2 (Homo sapiens), Q9UNQ0. JC-1 efflux. inhibition, % at 6.6 µM. 190,000 tested, 0.1% active;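 active = inhibition above 80%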;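 note: 0% = DMSO and 100% = nicardipine control wells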
Target sequence (Q9UNQ0 whole entry, looked up): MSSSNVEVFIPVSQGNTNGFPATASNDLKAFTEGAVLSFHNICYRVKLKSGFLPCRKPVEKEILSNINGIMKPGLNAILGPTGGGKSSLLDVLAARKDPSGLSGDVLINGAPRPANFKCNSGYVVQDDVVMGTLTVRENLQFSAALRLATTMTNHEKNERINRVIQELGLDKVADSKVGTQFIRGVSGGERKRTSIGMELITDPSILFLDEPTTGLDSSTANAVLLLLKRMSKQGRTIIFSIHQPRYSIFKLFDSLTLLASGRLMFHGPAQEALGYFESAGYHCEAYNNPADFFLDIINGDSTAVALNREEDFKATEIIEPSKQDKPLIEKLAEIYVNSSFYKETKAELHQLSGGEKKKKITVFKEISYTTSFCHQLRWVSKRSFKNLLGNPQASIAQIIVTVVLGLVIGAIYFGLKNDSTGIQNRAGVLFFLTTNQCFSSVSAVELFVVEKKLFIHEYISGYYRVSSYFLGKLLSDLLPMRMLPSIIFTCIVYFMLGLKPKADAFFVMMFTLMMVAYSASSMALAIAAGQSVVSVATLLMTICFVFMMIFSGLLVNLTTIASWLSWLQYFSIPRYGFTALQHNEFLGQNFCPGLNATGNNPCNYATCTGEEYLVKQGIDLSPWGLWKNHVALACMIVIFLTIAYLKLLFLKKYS
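Read-out basis: Efflux inhibition in percent versus controls | Test system: ABCG2 IgMXP3 and barcoded ABCB1 CCRF-Adr cell mix | Quantity: 3 million cells/mL in well | Schedule: 10 min at 25 °C | Control set: Nicardipine as high control, DMSO as low control | Reagent: JC-1 as fluorescent efflux pump substrate | Signal: Flow cytometry of retained JC-1 fluorescence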
RGS8-Gao reg: RGS8-Galphao binding modulators, primary screen, biochemical, multiplexed bead flow cytometry; actives lie on both sides; response (percent of control binding), % at 10 µM; 220,000 tested, 0.34% active; AID 1423, 2008; in the data active = response below about 60% or above about 140%; inactive = in between;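 note: Galphao activated as the GDP aluminium fluoride complex binding bead-coupled RGS8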
RGS4-Gao reg: modulators of RGS4 binding to Galphao, primary screen, biochemical, multiplexed bead flow cytometry; binding response (% of control), % at 10 µM; actives lie on both sides; 220,000 tested, 0.33% active; AID 1415, 2008; Guanine nucleotide-binding protein G(o) subunit alpha (Homo sapiens), P09471; in the data active = binding response below about 49% or above about 150%; inactive = in between;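 note: fluorescent Galphao activated with aluminum fluoride binding bead-coupled RGS4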
GSH bead fluor: compound fluorescence on glutathione beads, profiling panel, artefact control, biophysical, 488/530 nm, flow cytometry; GSH beads flow cytometry, compound fluorescence 488/530 nm; active compounds read high; fluorescence (KMESF) at 10 µM; 190,000 tested, 0.25% active; in the data active = fluorescence above about 89;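 note: glutathione beads carrying GST-tagged Bcl family fusion proteins plus one bare bead set; values are compound well signal with DMSO vehicle wells as background; inactives centre near 16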
Mcl1-Bid inh: Mcl-1/Bid binding inhibitors, primary screen, biochemical, TR-FRET, 1536-well. 220,000 tested, 0.97% active. TR-FRET Mcl-1/Bid-Dy647 peptide binding. AID 1021, 2008. inhibition, % at 21.7 µM;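 active = compounds that cut the binding signal by more than half at the single screening dose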;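 note: His-tagged Mcl-1 with europium anti-His antibody binding Bid BH3 peptide; 0% = Mcl-1 plus peptide wells and 100% = peptide-only wells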
Avidin fluor: green autofluorescence of compounds with avidin beads – biophysical, 488/530 nm, flow cytometry, artefact control, profiling panel. compound fluorescence 488/530 nm; active compounds read high. fluorescence (KMESF) at 10 µM. 220,000 tested, 0.38% active. AID 1775, 2009; in the data active = fluorescence above about 47; note: inactives centre near 10
Mcl-1 Bim block: inhibitors of Bim peptide binding to Mcl-1, primary screen, biochemical, bead-based flow cytometry, multiplex; inhibition, % at 10 µM; Bim peptide-Mcl-1 binding; Induced myeloid leukemia cell differentiation protein Mcl-1 (Homo sapiens), Q07820; AID 1009, 2008; 190,000 tested, 0.1% active; in the data active = inhibition above about 40%;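 note: 0% = no compound tracer wells and 100% = peptide blocker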
Active calls of the source: *; u = inconclusive; x = not tested or not shown; & = joins results of further samples.

nr	Structure	RGS7-Gao reg	Mcl1 Noxa PPI	ABCB1 block	Pf gamet viab	ABCG2 inh	RGS8-Gao reg	RGS4-Gao reg	GSH bead fluor	Mcl1-Bid inh	Avidin fluor	Mcl-1 Bim block
1	COC(=O)c1ccc(C2/C(=C(\O)c3ccc(OC)c(C)c3)C(=O)C(=O)N2c2cc(C)on2)cc1 (centres undefined)	99	0	0.0	x	0	99	99	14	-16	24	-3
2	O=C(NNc1ccc(F)cc1F)C1CCC1	u	10	x	-58	x	100	102	x	-3	16	x
3	COC(=O)c1ccccc1NC(=O)NC1CCN(Cc2ccccc2)CC1	98	21	1.6	x	9	104	97	53	24	8	-6
4	CCOC(=O)CNC(=S)N(Cc1ccccc1)Cc1cccnc1	90	13	-0.1	1	1	97	92	15	-31	12	-3
5	CCOC(=O)c1cccc(NC(=O)c2cccs2)c1	101	20	0.5	-2	3	103	105	14	-24	10	-3
6	CCCCNC1CCS(=O)(=O)C1 (centres undefined)	x	10	0.0	x	0	x	x	46	-39	x	-3
7	NC(=O)CC(NC(=O)Cc1ccc(Br)cc1)c1ccc(NCCc2ccc(Cl)cc2)c([N+](=O)[O-])c1 (centres undefined)	u	-7	x	x	x	106	108	x	-13	10	x
8	CCn1nc(C)c(C2C(C#N)=C(N)Oc3n[nH]c(C)c32)c1C (centres undefined)	101	1	0.2	-32	0	102	104	15	-30	14	-2
9	COc1ccc(-c2ccnc(SCC(=O)c3ccc(Cl)cc3)n2)cc1	97	-1	-0.2	x	2	101	102	11	3	7	-3
10	CCN(CC)CCn1c2ccccc2c2nc(C)sc21	101	34	0.5	x	1	100	105	16	-23	8	2
11	O=C(NCc1ccc(Cl)cc1)c1cnccn1	96	13	0.1	x	0	101	98	10	-34	12	1
12	FC(F)(F)c1cccc(N2CCN(CC3CC=CCC3)CC2)c1 (centres undefined)	104	13	0.2	x	1	102	98	64	-17	11	-1
13	COC(=O)C(NNc1ccccc1)(NC(=O)c1ccc(F)cc1)C(F)(F)F (centres undefined)	104	1	0.4	-14	2	102	100	22	-67	8	0
14	COC(=O)C(C)n1nnc2sc(-c3ccccc3)cc2c1=O (centres undefined)	89	35	-1.1	10	11	95	91	14	-6	8	2
15	COc1ccc(CCNc2oc(COc3ccc(Br)cc3)nc2C#N)cc1OC	98	-6	0.9	x	6	101	104	26	-7	6	0
16	COC(=O)c1ccc2c(=O)n(CCCCCC(=O)N3CCN(c4ccccc4)CC3)c(=O)[nH]c2c1	98	-5	7.5	-36	35	101	101	29	-18	12	-3
17	O=C(O)c1ccc(S(=O)(=O)NC2CCCc3ccccc32)cc1 (centres undefined)	101	10	0.5	x	2	102	102	10	-28	26	-1
18	Cc1cccc(N)c1-c1c(C)cccc1N	94	26	-0.5	-13	-1	102	93	11	-52	14	0
19	Cc1ccc2nc(COc3ccc(N(C)S(=O)(=O)c4ccccc4)cc3)cc(=O)n2c1	u	37	1.9	-11	2	100	95	8	-33	6	0
20	COc1ccc(C(=O)Nc2ccc(Cl)cc2C(=O)N2CCCC(C)C2)cc1 (centres undefined)	105	5	1.9	x	5	105	98	22	-14	15	0
21	O=C(O)c1cccc(Nc2nc(C(F)(F)F)nc3ccccc23)c1	98	3	-0.8	x	0	98	101	20	-25	5	1
22	COc1cc2c(cc1OC)CN(C(=O)c1ccc(S(=O)(=O)N3CCCCC3)cc1)CC2	101	-2	1.7	x	2	100	103	16	-30	3	-23
23	CNC(=S)N(CCc1c(C)[nH]c2ccc(C)cc12)Cc1cc(OC)c(OC)c(OC)c1	102	19	2.5	x	27	104	103	14	-14	6	0
24	COc1ccc(C(CC(=O)N2CCCCC2)c2c(OC)cc(OC)c3ccc(=O)oc23)cc1 (centres undefined)	u	-3	x	2	x	103	103	x	-66	9	x
25	N#Cc1cc(S(=O)(=O)c2ccc(F)cc2)c(N)[nH]c1=O	96	16	0.4	x	5	99	96	9	-8	10	3
26	N#CC1=C2SCN(c3ccccc3)CN2C(=O)CC1c1cccs1 (centres undefined)	108	23	-1.4	8	-6	83	96	22	-49	7	-11
27	O=[N+]([O-])c1cc(C(F)(F)F)ccc1NCCc1c[nH]c2ccccc12	99	14	-0.1	0	44	105	100	9	-17	8	-4
28	Cc1ccc(N/N=C2/CCCNC2=O)cc1	103	-6	-0.1	18	0	102	108	12	-24	33	-3
29	N#CC1=C(N)NC(SCC(=O)Nc2ccccc2)=C(C#N)C12CCCC2	101	4	-0.3	23	0	104	102	11	-120	25	2
30	CN(C)CCCNC(CC(=O)Nc1cccc([N+](=O)[O-])c1)C(=O)O (centres undefined)	102	8	0.4	-8	0	103	102	9	-7	3	0
31	COC(=O)c1c(NC(=O)COC(=O)c2ccc(C)s2)sc2c1CCCCC2	116	1	1.3	-23	4	101	103	10	-8	30	-2
32	COc1ccc(CC(=O)n2nc(-c3cccnc3)nc2N)cc1	97	21	1.6	-14	21	101	97	12	-38	8	-3
33	COC(=O)C1=C(C)NC2=C(C(=O)CC(C)(C)C2)C1c1cccc(C)n1 (centres undefined)	99	1	1.8	-10	51	101	101	22	-21	33	-6
34	C=CCn1cnc2scc(-c3ccc(C)c(C)c3)c2c1=O	100	6	1.4	4	3	99	102	11	-23	10	-3
35	C/C(=N\NC(=O)Cn1nc(C)c(Br)c1C)c1cccs1	97	3	0.1	-4	-2	101	98	13	-4	12	-2
36	Cc1ccc(N2C(=O)CC(Sc3ncn[nH]3)C2=O)cc1 (centres undefined)	101	-10	0.5	8	4	100	102	28	-23	13	-5
37	O=C(NC(=S)NCc1ccc2c(c1)OCO2)c1ccccc1	100	26	-0.1	-11	1	100	97	21	-74	15	-2
38	COc1ccc(-n2c(=O)c3c4c(sc3n(CC(=O)Nc3cc(C)[nH]n3)c2=O)CCC4)c(OC)c1	u	9	0.7	5	4	99	98	16	-26	11	-4
39	O=C(O)c1ccc(COc2ccc(/C=N/NC(=O)c3cccs3)cc2)cc1	102	34	-0.2	x	0	103	108	9	-13	20	-1
40	Cc1cc(C)c2c(N)c(-c3nc4ccccc4[nH]3)sc2n1	82	13	1.1	x	13	72	81	15	-20	6	1

In the list so far, these have two or more sulfur atoms:
nr	Structure	RGS7-Gao reg	Mcl1 Noxa PPI	ABCB1 block	Pf gamet viab	ABCG2 inh	RGS8-Gao reg	RGS4-Gao reg	GSH bead fluor	Mcl1-Bid inh	Avidin fluor	Mcl-1 Bim block
26	N#CC1=C2SCN(c3ccccc3)CN2C(=O)CC1c1cccs1 (centres undefined)	108	23	-1.4	8	-6	83	96	22	-49	7	-11
31	COC(=O)c1c(NC(=O)COC(=O)c2ccc(C)s2)sc2c1CCCCC2	116	1	1.3	-23	4	101	103	10	-8	30	-2

Continuation:
nr	Structure	RGS7-Gao reg	Mcl1 Noxa PPI	ABCB1 block	Pf gamet viab	ABCG2 inh	RGS8-Gao reg	RGS4-Gao reg	GSH bead fluor	Mcl1-Bid inh	Avidin fluor	Mcl-1 Bim block
41	OC1(Cc2ccccc2)CCNCC1	u	-13&0	x	3	x	99&102	99&100	x	-13&-42	3&7	x
42	CC(C)CC(=O)N1CCC(O)(CS(=O)(=O)Cc2ccc(Cl)cc2)CC1	97	1	0.0	-12	-1	99	100	24	-8	12	1
43	CC1=C(C)CC(C(=O)N2CCN(C/C=C/c3ccccc3)CC2)C(C(=O)O)C1 (centres undefined)	98	-1	0.3	-29	1	100	96	11	-11	13	-4
44	Fc1ccccc1N1CCN(C(c2cccs2)c2nnnn2CCc2ccccc2)CC1 (centres undefined)	94	5	1.2	5	5	101	92	24	13	9	0
45	CCOC(=O)c1ccc(NC(=O)CN2C(=O)C(CC)SC(CC)C2=O)cc1 (centres undefined)	101	25	0.7	-10	11	97	97	15	-28	16	-2
46	O=C(NNC(=O)c1cccnc1)Nc1ccc(Cl)c(Cl)c1	101	5	-0.1	x	0	99	102	57	-20	24	1
47	CC1CCCC2(C1)NC(=S)c1c(sc3c1CCCC3)N2 (centres undefined)	119	8	-0.1	-10	-1	83	97	54	-4	5	-7
48	COc1ccc(NC(=O)C2CCCN(S(=O)(=O)c3c(C)n[nH]c3C)C2)c(OC)c1 (centres undefined)	98	11	0.4	x	2	101	110	14	-22	20	-1
49	O=C(NCc1ccncc1)c1cccc(F)c1	100	-10	0.6	-7	5	98	99	15	-8	7	0
50	CC(C)(C)n1cc(S(=O)(=O)c2ccccc2)[nH]c1=O	102	3	0.4	5	1	99	100	26	-30	16	0
51	CSc1n[nH]c(/N=C/c2oc(O)c3ccccc23)n1	96	24	0.7	1	3	100	98	7	-48	20	0

Random draw from the library. About 3.3% of those tested had a hit in this group.
